# hERG rescue: shields human hERG channel from block by proarrhythmic agents; Q12809; CHO-hERG, FluxOR thallium flux, dofetilide IC70 present; activation (rescue from dofetilide block), less the hit threshold, % at 10 µM; 310,000 tested, 0.51% active; AID 1511;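 active = activation above the mean of controls blocked by dofetilide plus 5 SD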;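 also: thallium influx through hERG after potassium depolarization seen as dye fluorescence rise; in these data hits start at about 4.7%; inactives centre near -7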
# KCNK3 block: human KCNK3 channel inhibition, primary screen | B-score at 10 µM | AID 602410 | CHO-KCNK3 thallium flux, FluxOR fluorescence; active compounds read low | O14649 | 340,000 tested, 0.84% active;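 active = B-score under library mean minus 4 SD, starting fluorescence ratio at most library mean plus 5 SD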;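 also: more negative B-score means stronger inhibition of thallium flux through KCNK3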
# KCNQ1 act: potentiates or activates the human KCNQ1 potassium channel. B-score at 10 µM. P51787. CHO-K1 KCNQ1, thallium flux FluxOR fluorescence; active compounds read high. 310,000 tested, 0.35% active;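 active = fluorescence ratio B-score, a plate-corrected score, at least three library SD, with initial intensity B-score within 5 SD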
#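 Schedule – 37 °C overnight plating, 90-min dark dye load, 20-min compound pretreatment · System – stable KCNQ1 CHO-K1 line · Probe or stimulus – thallium- and potassium-containing depolarizing buffer · Measured by – kinetic FluxOR fluorescence, 10 s baseline plus 110 s post-stimulus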
# DYRK1A inh: Dyrk1A (rat) kinase inhibition. AID 504441. Q63470. 310,000 tested, 0.43% active. inhibition, % at 12.5 µM. ADP-Glo luminescence, NFATc1 peptide; in the data active = inhibition above about 50%;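 also: plate controls were vehicle with enzyme for no effect and no enzyme for full effect; many of its hits are not listed in these tables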
# HDAC3 inh: inhibitors of human histone deacetylase 3 | O15379 | recombinant HDAC3, fluorogenic peptide/trypsin coupled, fluorescence | inhibition, % at 8.3 µM | 320,000 tested, 0.15% active | AID 2718; in the data active = inhibition above about 26%, passing the limit was not always enough
# KCNQ1 inh: inhibitors of human KCNQ1 potassium channel. P51787. CHO-K1 KCNQ1, FluxOR thallium flux fluorescence; active compounds read high. B-score at 10 µM. 310,000 tested, 1.3% active;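 active = compounds whose thallium flux B-score, printed positive for inhibition, exceeds three library SD while starting fluorescence stays within three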;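 also: channel opened by potassium depolarization with thallium stimulus after 20 min compound exposure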
# KCNK9 inh: inhibitors of human KCNK9 two-pore domain potassium channel; Q9NPC2; HEK293 KCNK9, FluxOR thallium flux fluorescence; active compounds read low; B-score at 10 µM; 310,000 tested, 1.2% active;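 active = ratio B-score over 3 SD below the library mean, with starting fluorescence within 5 SD of its mean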;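 also: negative B-score means less thallium flux so channel inhibition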
# TRPC4 act: opens the mouse TRPC4 cation channel; 310,000 tested, 0.49% active; B-score at 10 µM; HEK293 TRPC4beta/mu-opioid, Fluo4 calcium fluorescence; active compounds read high;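 active = B-score above 5 SD of library B-scores, and initial fluorescence ratio not above library mean plus 5 SD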;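 also: positive B-score marks a calcium rise read as TRPC4 activation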
# Target sequence (Q9QUQ5 whole entry, looked up): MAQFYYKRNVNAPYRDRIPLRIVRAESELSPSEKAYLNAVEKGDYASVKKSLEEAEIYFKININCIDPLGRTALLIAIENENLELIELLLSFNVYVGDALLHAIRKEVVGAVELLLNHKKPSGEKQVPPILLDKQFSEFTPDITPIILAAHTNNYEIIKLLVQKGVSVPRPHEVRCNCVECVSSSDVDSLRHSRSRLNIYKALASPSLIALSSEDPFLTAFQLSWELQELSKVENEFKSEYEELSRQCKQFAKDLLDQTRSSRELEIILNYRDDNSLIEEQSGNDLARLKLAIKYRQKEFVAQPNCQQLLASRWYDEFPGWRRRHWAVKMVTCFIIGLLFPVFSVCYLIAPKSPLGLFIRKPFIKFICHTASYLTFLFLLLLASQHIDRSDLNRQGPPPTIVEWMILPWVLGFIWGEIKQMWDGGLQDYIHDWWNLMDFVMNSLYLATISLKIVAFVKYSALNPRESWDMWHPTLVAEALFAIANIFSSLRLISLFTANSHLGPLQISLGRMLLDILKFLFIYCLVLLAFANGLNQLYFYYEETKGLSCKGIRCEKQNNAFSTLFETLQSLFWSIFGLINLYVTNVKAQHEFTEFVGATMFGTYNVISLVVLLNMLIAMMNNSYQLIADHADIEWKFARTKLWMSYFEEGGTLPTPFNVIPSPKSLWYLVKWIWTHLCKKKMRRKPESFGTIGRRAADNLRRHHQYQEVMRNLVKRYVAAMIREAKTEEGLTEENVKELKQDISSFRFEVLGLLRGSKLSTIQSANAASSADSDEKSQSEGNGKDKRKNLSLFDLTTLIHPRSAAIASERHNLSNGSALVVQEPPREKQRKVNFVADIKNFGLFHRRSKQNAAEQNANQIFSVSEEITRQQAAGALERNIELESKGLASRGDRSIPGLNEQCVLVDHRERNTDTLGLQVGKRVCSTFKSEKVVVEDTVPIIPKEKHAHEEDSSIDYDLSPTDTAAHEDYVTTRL
#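 Assay system – TRPC4beta and mu-opioid receptor HEK293 stable cells · Measured by – Fluo4 fluorescence, kinetic · Schedule – dye loading 45 min room temperature, 110 s kinetic read · Read-out – B-scored integrated calcium fluorescence ratio · Controls – buffer and maximal DAMGO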
# TMEM16A act: activators or potentiators of mouse TMEM16A chloride channel. Q8BHY3. HEK293 TMEM16A/YFP-H148Q/I152L, iodide quench fluorescence; active compounds read low. B-score at 10 µM. 340,000 tested, 0.3% active;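 active = fluorescence-ratio B-score plate-corrected deviation score at least 3 library SD below zero, with starting fluorescence score within 5 deviations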;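 also: channel opened by trigger with iodide after compound preincubation; score built on the fluorescence ratio of max minus min over baseline; more negative score means more quench and so TMEM16A activation or potentiation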
# ANO1 block: mouse TMEM16A channel inhibition, primary screen; Q8BHY3; HEK293 TMEM16A/YFP iodide influx fluorescence, ionomycin; normalized B-score (activity score, 25-100; higher = stronger inhibition) at 10 µM; 310,000 tested, 1.2% active;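 active = ratio plate-corrected score three or more library SD toward inhibition, starting fluorescence score within five deviations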;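 also: score derived from kinetic fluorescence span divided by baseline fluorescence per well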
# TRPC4 potent: allosterically enhances the mouse TRPC4 cation channel. B-score at 10 µM. HEK293 TRPC4beta/mu-opioid, DAMGO EC20, Fluo-4 Ca2+ flux; active compounds read high. AID 2227. Q9QUQ5. 310,000 tested, 0.42% active;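 active = B-score of calcium response area above 5 SD of library B-scores, with initial fluorescence ratio within 5 SD of library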;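 also: B-score of integrated fluorescence ratio over time as area under calcium response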
# Starred values were filed as active, the others as inactive; i = inactive; . = not tested or not shown. Some of the compounds tested (hit frequency here may not be typical).
SMILES,hERG rescue,KCNK3 block,KCNQ1 act,DYRK1A inh,HDAC3 inh,KCNQ1 inh,KCNK9 inh,TRPC4 act,TMEM16A act,ANO1 block,TRPC4 potent
C=CCN(C(=O)c1cccc(N2C(=O)C3CC=CC(C)C3C2=O)c1)c1ccccc1 (configuration not stated),-11,i,i,.,3,i,i,i,i,i,i
CN1CCN(C(=O)/C(=C\c2cccs2)NC(=O)c2cccs2)CC1,-7,i,i,-3,3,i,i,i,i,i,i
COc1ccc(Cl)cc1NC(=O)CNc1ccccc1CN(C)C1CCCCC1,-18,i,i,.,2,i,i,i,i,i,i
O=C(CSCc1c(F)cccc1Cl)Nc1cccnc1,-6,i,i,3,-7,i,i,i,i,i,i
COc1cc(/C=C2/C(=N)N3N=C(C(C)C)SC3=NC2=O)ccc1OS(=O)(=O)c1ccccc1,-3,i,i,16,3,i,i,i,i,i,i
COc1cc(C(=O)Nc2cccnc2)cc(OC)c1OC,-9,i,i,.,-1,i,i,i,i,i,i
Cc1cc(/C=C(\C#N)C(=O)N2CCCCC2)cc(C)c1O,2,i,i,8,13,i,i,i,i,i,i
COc1cc(NC(=O)CN2C(=O)C(C)N(c3ccc(C)cc3)C2=O)cc(OC)c1 (configuration not stated),-20,i,i,9,1,i,i,i,i,i,i
Cn1ncc(C#N)c1NC(=O)C1CC(c2ccc(Cl)c(Cl)c2)=NO1 (configuration not stated),-3,i,i,2,-1,i,i,i,i,i,i
CCCCNC(=O)CN1C(=O)NC2NC(=O)NC21 (configuration not stated),-6,i,i,-3,-2,i,i,i,i,i,i
CCCCNC(=O)[C@@H]1CC=C[C@@H]2CCN(Cc3ccc(Cl)c(Cl)c3)C(=O)[C@@H]21,-9,i,i,2,4,i,i,i,i,i,i
CC(C)(C)c1ccc(C(=O)NCc2ccco2)cc1,-5,i,i,.,0,i,i,i,i,i,i
CN=c1scc(-c2ccccc2F)n1/N=C/c1ccc[nH]1,-12,i,i,7,-12,i,i,i,i,i,i
CCN1C(=O)c2ccccc2S(=O)c2ccc(C(=O)N3CCN(C(=O)c4ccco4)CC3)cc21 (configuration not stated),-10,i,i,2,-5,i,i,i,i,i,i
Cc1ccc(N2CC(C)Cn3c2nc2c3c(=O)n(CC(=O)OCc3ccccc3)c(=O)n2C)cc1C (configuration not stated),-6,i,i,0,3,i,i,i,i,i,i
COc1ccc(/C(C)=N/NC(=O)CNC(=O)c2ccco2)cc1,-7,i,i,0,-4,i,i,i,i,i,i
Cc1nc(N2CCOCC2)sc1C(=O)NN,4.6*,i,i,.,7,i,i,i,i,i,i
COc1cccc(CN(C)C(=O)C2CC(=O)N(c3ccc4c(c3)OCCO4)C2)c1 (configuration not stated),-17,i,i,7,.,i,i,i,i,i,i
COc1ccc(Cn2nnnc2C(c2ccccc2Cl)N2CCC(C(N)=O)CC2)cc1 (configuration not stated),-20,i,i,0,0,i,i,i,i,i,i
COC(=O)c1ccc(NC(=O)Cc2ccccc2)cc1,-12,i,i,1,0,i,i,i,i,i,i
COc1ccc(NC(=O)CCN2CCCCCC2)cc1,-3,i,i,7,-3,i,i,i,i,i,i
Cc1cc(C(=O)NCCCOC(C)C)c2ccccc2n1,-7,i,i,4,5,i,i,i,i,i,i
Cc1c(C)c2ccc(OCC(=O)N3CCC[C@@H]3C(=O)O)c(C)c2oc1=O,-6,i,i,0,-7,i,i,i,i,i,i
CCCCN=Cc1c(C)[nH]n(-c2ccccc2)c1=S,-5,i,i,.,1,i,i,i,i,i,i
O=C(c1ccc2nc[nH]c2c1)N1CCc2ccccc2C1,-12,i,i,.,1,i,i,i,i,i,i
O=C(OC(C(=O)NCc1cccs1)c1ccccc1F)c1ccco1 (configuration not stated),-4,i,i,0,.,i,i,i,i,i,i
CCOc1ccc(C(=O)OC2CCN(C)CC2)cc1,.,i,.,-2,3,.,.,.,i,i,.
COc1ccc(C(=O)C2CCCN(Cc3ccc4nonc4c3)C2)c(OC)c1 (configuration not stated),-16,i,i,.,-3,i,i,i,i,i,i
COc1ccc(CCNC(=O)[C@H](C)NC(=O)[C@@H]2CSC3c4ccccc4C(=O)N32)cc1 (some centres not stated),-6,i,i,5,2,i,i,i,i,i,i
CC(OC(=O)c1ccc(NS(=O)(=O)c2ccc3[nH]c(=O)[nH]c3c2)cc1)C(=O)Nc1ccc(Cl)cc1 (configuration not stated),-10,i,i,2,-1,i,i,i,i,i,i
COc1cccc(OCc2cc(C(=O)N3CCN(c4ccccc4OC)CC3)no2)c1,-10,i,i,4,4,i,i,i,i,i,i
COc1cc(OC)c(OC)cc1/C=N/Nc1ncnc2c1[nH]c1ccccc12,-11,i,i,-1,-5,i,i,i,i,i,i
Cc1cc(C(=O)CSc2nnc(-c3ccco3)o2)c(C)n1-c1ccc2c(c1)OCCO2,-10,i,i,-6,-3,i,i,i,i,i,i
CCOc1ccc(N2CC(C(=O)Nc3ccc(F)cc3F)CC2=O)cc1 (configuration not stated),-7,i,i,0,-3,i,i,i,i,i,i
Cc1cc(=O)[nH]c2ccc(S(=O)(=O)Nc3ccc(O)cc3)cc12,-1,i,i,13,4,i,i,i,i,i,i
CCOC(=O)N1CCC(NC(=O)c2oc3c(F)cccc3c2C)CC1,-8,i,i,2,7,i,i,i,i,i,i
O=C(NCc1ccco1)C12CN(Cc3ccccc3)CC1C(c1ccc([N+](=O)[O-])cc1)=NO2 (configuration not stated),-12,i,i,-5,10,i,i,i,i,i,i
Cc1csc(=O)n1CC(=O)OCc1nnc(-c2ccc(Cl)cc2)o1,-7,i,i,8,0,i,i,i,i,i,i
CCOC(=O)c1ccccc1NC(=O)c1ccccc1NS(C)(=O)=O,-4,i,i,0,0,i,i,i,i,i,i
Cc1cccc2cc(CN(Cc3ccco3)C(=O)c3ccco3)c(=O)[nH]c12,-6,i,i,-7,4,i,i,i,i,i,i
Cc1ccc(C(=O)N/C(=C/c2cccs2)C(=O)NCc2ccco2)cc1,0,i,i,-5,9,i,i,i,i,i,i
O=C(c1ccc2c(c1)OCO2)N1CCC2(CC1)Oc1ccc(Cl)cc1C(=O)C21CC(c2ccccc2)=NO1 (configuration not stated),-2,i,i,0,2,i,i,i,i,i,i
Cc1ccc(NC(=O)CCC(=O)N/N=C/c2cccs2)cc1C,-8,i,i,-4,3,i,i,i,i,i,i
CSc1ccc(S(=O)(=O)Nc2ccc(NC(C)=O)cc2)cc1,-5,i,i,-2,-3,i,i,i,i,i,i
COc1cccc(C(=O)NCC(=O)NCc2cc(=O)n(C)c(=O)n2C)c1,-8,i,i,-5,-4,i,i,i,i,i,i
CNC(=O)c1ccsc1NC(=O)CN1C(=O)CCC1=O,-4,i,i,1,16,i,i,i,i,i,i
CCOC(=O)Cc1nn(C)c(=O)c2ccccc12,-7,i,i,0,-5,i,i,i,i,i,i
O=C(CSc1ccc(Cl)cc1)Nc1cccc(-c2nnc(-c3ccco3)o2)c1,-5,i,i,0,7,i,i,i,i,i,i

# 5 records picked at random from the list so far:
SMILES,hERG rescue,KCNK3 block,KCNQ1 act,DYRK1A inh,HDAC3 inh,KCNQ1 inh,KCNK9 inh,TRPC4 act,TMEM16A act,ANO1 block,TRPC4 potent
O=C(CSc1ccc(Cl)cc1)Nc1cccc(-c2nnc(-c3ccco3)o2)c1,-5,i,i,0,7,i,i,i,i,i,i
COc1cc(NC(=O)CN2C(=O)C(C)N(c3ccc(C)cc3)C2=O)cc(OC)c1 (configuration not stated),-20,i,i,9,1,i,i,i,i,i,i
CCCCNC(=O)[C@@H]1CC=C[C@@H]2CCN(Cc3ccc(Cl)c(Cl)c3)C(=O)[C@@H]21,-9,i,i,2,4,i,i,i,i,i,i
Cc1ccc(N2CC(C)Cn3c2nc2c3c(=O)n(CC(=O)OCc3ccccc3)c(=O)n2C)cc1C (configuration not stated),-6,i,i,0,3,i,i,i,i,i,i
O=C(c1ccc2nc[nH]c2c1)N1CCc2ccccc2C1,-12,i,i,.,1,i,i,i,i,i,i

# Full records as entered above. Values in the order: hERG rescue, KCNK3 block, KCNQ1 act, DYRK1A inh, HDAC3 inh, KCNQ1 inh, KCNK9 inh, TRPC4 act, TMEM16A act, ANO1 block, TRPC4 potent
# Cc1csc(=O)n1CC(=O)OCc1nnc(-c2ccc(Cl)cc2)o1 in the list: -7, i, i, 8, 0, i, i, i, i, i, i
# COc1cccc(C(=O)NCC(=O)NCc2cc(=O)n(C)c(=O)n2C)c1 in the list: -8, i, i, -5, -4, i, i, i, i, i, i

# Next results
SMILES,hERG rescue,KCNK3 block,KCNQ1 act,DYRK1A inh,HDAC3 inh,KCNQ1 inh,KCNK9 inh,TRPC4 act,TMEM16A act,ANO1 block,TRPC4 potent
CC(C)C(=O)NC(=O)COC(=O)/C=C/c1cccs1,-10,i,i,-7,3,i,i,i,i,i,i
O=C(NC(=O)c1ccccc1Cl)Nc1ccc(-c2cnco2)cc1,-10,i,i,12,-8,i,i,i,i,i,i
CCCC(=O)Nc1ccc(N2CCN(C(=O)c3cc4ccccc4o3)CC2)cc1,-7,i,i,-4,-2,i,i,i,i,i,i
O=C(Nc1ccc2c(c1)OCCO2)C1CCN(C(=O)c2ccc([N+](=O)[O-])cc2)CC1,-11,i,i,-45,-1,i,i,i,i,i,i
Oc1ccc(-n2cccc2/C=N/n2cnnc2)cc1,-1,i,i,0,-5,i,i,i,i,i,i
CCc1c(O)c(/C(C)=N\O)c(=O)n(-c2ccccc2)c1-c1ccccc1,-8,i,i,-7,-4,i,i,i,i,i,i
CC(=O)N[C@H]1[C@H](Oc2ccc3c(c2)CCC2C3CC[C@]3(C)C(=O)CCC23)O[C@H](CO)[C@@H](O)[C@@H]1O (some centres not stated),-13,i,i,.,8,i,i,i,i,i,i
O=C(O)c1cccc(Nc2nc3ccccc3nc2NS(=O)(=O)c2cccs2)c1,-3,i,i,6,-17,i,i,i,i,i,i
CCCn1c(=O)c2ccccc2n2c(SCc3nc4ccccc4s3)nnc12,-8,i,i,1,0,i,i,i,i,i,i
c1ccc(N2CCOCCOCCOCCOCC2)cc1,-2,i,i,8,4,i,i,i,i,i,i
COc1ccc(CCNC(=O)CNC(=O)Cn2ccc3ccccc3c2=O)cc1OC,-8,i,i,-11,0,i,i,i,i,i,i
Cc1cccc(/C=C(\C(=O)C(=O)O)c2ccc3ccccc3n2)c1,-8,i,i,0,-2,i,i,i,i,i,i
COc1cccc(N=Cc2c[nH][nH]c2=O)c1,-12,i,i,5,13,i,i,i,i,i,i
CCCOc1ccc(-c2nnn(CC(=O)Nc3cccc(C(=O)OC)c3)n2)cc1,-3,i,i,1,-3,i,i,i,i,i,i

# Screens (PubChem BioAssay)
